High-throughput results: PubChem BioAssay, several laboratories
HSF1 inh: HSF1 inhibition; NIH3T3-HGL HSE-luciferase, MG132-induced, luminescence 8 h; stronger effect = lower value; activity change, negative = inhibition, % at 7.5 µM (by protocol); 300,000 compounds, 0.77% hits;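 active = more than half of replicate wells show activity change below -50%, luminescence cut by over half; inconclusive = some wells, but at most half, below -50%; inactive = no replicate well below -50%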;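 note: luciferase reports HSF-1 transcriptional activity via heat shock element; 0% = median of DMSO wells and -100% = zero luminescence signal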
HSP90 inh: blocks HSP90-mediated luciferase refolding in reticulocyte lysate; inhibition, % at 5.6 µM; 290,000 compounds, 0.91% hits; Rabbit reticulocyte lysate, luciferase refolding luminescence, 3 h;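 active = inhibition above the screen-wide mean plus 3 SD, computed separately per campaign, cut at about 16% in these data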;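 note: 0% = DMSO wells and 100% = 60 µM geldanamycin wells; inhibitors lower the luminescence because luciferase stays unfolded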
GSK3beta inhib: blocks human GSK3beta kinase activity. P49841. GST-GSK3beta kinase, ADP-Glo luminescence, 60 min; stronger effect = lower value. activity score (negative = inhibition), % at 10 µM. 300,000 compounds, 0.038% hits;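 active = more than half of replicate wells score below -50%, meaning over 50% inhibition versus plate controls; inconclusive = some replicates but at most half score below -50%; inactive = no replicate scores below -50%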;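 note: 0% = median DMSO wells and -100% = median GW8510 positive control wells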
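test system = GST-tagged human GSK3beta kinase, cell-free | reagent = 25 µM ATP with peptide substrate | dosing = one dose of 10 µM per compound | schedule = 60 min reaction, RT | detection = luminescent ADP-Glo measurement of ADP formed | control set = DMSO neutral wells and GW8510 at 20 µM as positive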
HIF activator: HIF pathway transcriptional activation; U2OS HRE-luciferase reporter, luminescence; normalized: DMSO 0%, desferrioxamine 100%; activation, % at 7.5 µM (by protocol); 300,000 compounds, 0.32% hits;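 active = mean activation of at least 10% of the iron chelator positive control signal, with at least half of replicates also reaching 10%; inconclusive = mean and replicate majority disagree about reaching 10%; inactive = mean and most replicates under 10%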
IEC-6 cytotox: counter-screen for KLF5 inhibitors: cytotoxicity in IEC-6 cells; IEC-6 cytotoxicity, luminescence viability; inhibition, % at 5 µM; 290,000 compounds, 0.78% hits; AID 1825; in the data active = inhibition above about 22%;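 note: 0% = plate median of test compound wells and 100% = cytotoxic reference compound wells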
KLF5 inh: suppresses KLF5 promoter-driven expression | 290,000 compounds, 0.23% hits | DLD-1 KLF5 promoter-luciferase reporter, luminescence | inhibition, % at 5 µM | AID 1700;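 active = inhibition above a per-plate limit of that plate's mean compound inhibition plus 3 SD, cut at about 60% in these data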;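 note: 0% = DMSO wells and 100% = LY294002 at 200 µM; higher means less KLF5 promoter-driven luciferase light; inactives centre near -14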
AI-2 QS modul: modulators of Vibrio harveyi AI-2 quorum sensing system | 300,000 compounds, 0.4% hits | AID 2094 | Vibrio harveyi JMH597 AI-2 luminescence/OD600 ratio, 9 h; stronger effect = lower value; strain lacks LuxN and CqsS sensors; 0 = neutral-control median | activity change, % at 7.5 µM; in the data active = activity change below about -75%, passing the limit was not always enough; inconclusive = no clear call, values can overlap the other calls;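 note: luminescence divided by OD600 gain over 9 h not by final OD600 alone; inactives centre near 13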
GSK3A inh: blocks human GSK-3 alpha kinase | P49840 | ADP-Glo luminescence, 60 min | inhibition, % at 10 µM | 320,000 compounds, 0.1% hits | AID 2650;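 in the data active = inhibition above about 50%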;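 note: GST-tagged GSK-3 alpha with peptide substrate and 25 µM ATP; 0% = DMSO neutral wells and 100% = GW8510 positive control wells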
Target sequence (P49840 whole entry, looked up): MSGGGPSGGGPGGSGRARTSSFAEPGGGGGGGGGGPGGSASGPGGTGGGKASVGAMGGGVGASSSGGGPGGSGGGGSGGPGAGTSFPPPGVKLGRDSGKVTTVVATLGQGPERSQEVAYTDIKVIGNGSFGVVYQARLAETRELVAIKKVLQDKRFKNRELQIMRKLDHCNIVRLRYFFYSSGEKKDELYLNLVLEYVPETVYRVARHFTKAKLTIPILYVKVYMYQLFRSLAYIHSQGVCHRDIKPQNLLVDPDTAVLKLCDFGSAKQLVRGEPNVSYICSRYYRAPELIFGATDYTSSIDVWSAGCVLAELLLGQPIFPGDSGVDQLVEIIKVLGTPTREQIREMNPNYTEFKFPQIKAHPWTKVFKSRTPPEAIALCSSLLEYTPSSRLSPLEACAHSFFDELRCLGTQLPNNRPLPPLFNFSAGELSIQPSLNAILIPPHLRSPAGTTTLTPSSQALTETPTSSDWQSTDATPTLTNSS
aSyn 5UTR inh: 5' untranslated region of α-synuclein, MLPCN primary screen; alpha-synuclein 5'UTR reporter, inhibitor activity; inhibition, % (tested at 7.5 µM); 300,000 compounds, 0.82% hits; AID 1813; in the data active = inhibition above about 60%; inconclusive = no clear call, values can overlap the other calls;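 note: H4 neuroglioblastoma cells stably carrying SNCA 5'UTR luciferase fusion; 0% = DMSO wells and 100% = positive control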
HSF1 activator: increases HSF-1 driven luciferase reporter signal; NIH3T3-HGL HSF-1 luciferase reporter, MG132, 8 h; 100% = twice DMSO control signal; activation, % at 9 µM; 300,000 compounds, 1.7% hits;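 active = mean replicate activation of at least 50% with a set share of replicates each reaching 50%; inconclusive = only one of those two conditions met; inactive = mean below 50% and too few replicates reaching it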;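 note: 0% = median of the neutral control wells and 100% = twice that signal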
An asterisk follows results filed as active; ? = inconclusive; . = not tested or not shown.

#1 CC(C)CC(=O)NC(NC(=O)CC(C)C)c1cccc([N+](=O)[O-])c1
#2 CC(C)Oc1ccc(/C(O)=C2/C(=O)C(=O)N(CCCn3ccnc3)C2c2cccnc2)cc1 (stereo not drawn)
#3 CC(C)C(NC(=O)OCc1ccccc1)C(=O)NC(Cc1ccc(O)cc1)C(=O)O (stereo not drawn)
#4 O=C(CSc1nnc(-c2ccncc2)o1)NCc1ccccc1Cl
#5 CC1CCN(CCNC(=O)CN(C)S(=O)(=O)c2cccc3nsnc23)CC1
#6 Cn1c2ccccc2c(=O)c2ccc(-c3ccc4c(c3)OCO4)cc21
#7 CC(C)(C)NC(=O)C1CCCN(S(=O)(=O)c2cccc3cccnc23)C1 (stereo not drawn)
#8 COc1ccc(NC(=O)c2ccc(Cc3ccc(C)cc3)o2)cc1
#9 N#CCCN(C1CCCCC1)S(=O)(=O)c1cccc2nsnc12
#10 Cc1ccc(-c2nn(-c3cccc(F)c3)cc2CNCc2cccnc2)o1
entry no.	1	2	3	4	5	6	7	8	9	10
HSF1 inh	-70*	-6	-2	7	-7	46	-7	-3	4	0
HSP90 inh	-1	3	4	2	4	1	-4	-3	-2	1
GSK3beta inhib	2	3	-2	0	-2	3	3	0	6	5
HIF activator	-0.3	0.5	1.6	-0.6	-0.2	4.1	0.0	0.5	-0.4	1.9
IEC-6 cytotox	-8	0	2	5	3	6	1	6	0	1
KLF5 inh	-11	-14	-15	18	-42	-165	-46	-3	2	-2
AI-2 QS modul	7	11	8	27	16	-2	26	12	42	17
GSK3A inh	-4	5	-2	10	-3	-4	2	0	8	-2
aSyn 5UTR inh	-35	0	11	20	-6	-145	-8	-12	9	-21
HSF1 activator	-77	-1	-20	27	1	?	-15	-9	-3	17

#11 CC(c1nc2ccccc2c(=O)[nH]1)N(C)c1ccc2ccccc2c1 (stereo not drawn)
#12 CCc1ccc(Nc2cc(=O)n(C3CCCCC3)c(=O)[nH]2)cc1
#13 Cc1c(Nc2nc3ccccc3nc2NS(=O)(=O)c2cccs2)c(=O)n(-c2ccccc2)n1C
#14 NS(=O)(=O)c1ccc(CNC(=S)NC2CCCCC2)cc1
#15 O=C(c1c(F)cccc1F)N1CCCc2ccccc21
#16 C#CCOCCOCCOCCNc1nc(N2CCN(C(=O)C([C@@H](C)CC)n3cc(C(N)Cc4ccc(O)cc4)nn3)CC2)nc(N2CCN(C(=O)[C@H](CCC(=O)O)n3cc(C(N)CO)nn3)CC2)n1 (stereo partly drawn)
#17 CN(C)c1ccc(/C=[N+](\[O-])C2N(c3ccccc3)C(=S)SC2(C)C)cc1 (stereo not drawn)
#18 O=[N+]([O-])c1cc(C(F)(F)F)ccc1NC1CCN(Cc2ccccc2)CC1
#19 CCOc1cc(C=C(C#N)C#N)ccc1Oc1ccc([N+](=O)[O-])cn1
#20 O=C(O)Cc1sc(NCCc2ccccc2)nc1-c1ccc(F)cc1
entry no.	11	12	13	14	15	16	17	18	19	20
HSF1 inh	10	-4	3	-47	-3	7	-3	-4	-5	15
HSP90 inh	-3	-4	3	3	-3	10	-5	5	-1	-1
GSK3beta inhib	0	1	4	3	-1	0	3	-1	2	1
HIF activator	-0.2	0.4	-0.1	0.3	-18	-1.0	-0.4	-0.3	-0.5	0.2
IEC-6 cytotox	3	-14	1	-8	-7	7	8	2	2	3
KLF5 inh	-16	-63	-4	-4	-9	-6	3	-25	2	-28
AI-2 QS modul	23	9	10	13	24	20	7	.	2	11
GSK3A inh	-9	1	-4	0	-1	0	0	-1	-4	0
aSyn 5UTR inh	-11	-79	-3	-5	-4	16	-15	13	-5	-10
HSF1 activator	29	-8	0	-59	6	-1	-3	12	-1	31

#21 CC1CCCCN1CCCNC(=O)C1CCN(c2nnc(-n3cccc3)s2)CC1 (stereo not drawn)
#22 Cc1cc(NC(=O)CSc2nnc3c4c(C)c(C)sc4ncn23)no1
#23 COC(=O)c1cc(C(=O)N(Cc2ccccc2)c2ccccn2)cc([N+](=O)[O-])c1
#24 CC(=O)Nc1cccc(NC(=O)c2cccc(S(=O)(=O)N3CCN(Cc4ccccc4)CC3)c2)c1
#25 Cc1cccc(CCNC(=O)C2CCN(S(=O)(=O)c3ccccc3)CC2)c1
#26 COc1ccccc1/C=C/CN1CCC(CO)(Cc2ccccc2)CC1
entry no.	21	22	23	24	25	26
HSF1 inh	-8	-2	-1	7	-3	4
HSP90 inh	-9	2	3	.	2	-4
GSK3beta inhib	2	-1	-1	-2	-2	-1
HIF activator	-0.8	-0.6	-0.5	-1.1	0.7	0.0
IEC-6 cytotox	-4	-2	8	.	-2	-1
KLF5 inh	-12	-18	-15	.	-25	-14
AI-2 QS modul	8	25	21	0	19	9
GSK3A inh	3	-1	.	-4	-2	-3
aSyn 5UTR inh	10	0	-7	18	13	32
HSF1 activator	-8	4	28	13	-1	4

Ten structures already listed, arranged by SMILES length, lowest first.
#14 NS(=O)(=O)c1ccc(CNC(=S)NC2CCCCC2)cc1
#8 COc1ccc(NC(=O)c2ccc(Cc3ccc(C)cc3)o2)cc1
#11 CC(c1nc2ccccc2c(=O)[nH]1)N(C)c1ccc2ccccc2c1 (stereo not drawn)
#21 CC1CCCCN1CCCNC(=O)C1CCN(c2nnc(-n3cccc3)s2)CC1 (stereo not drawn)
#25 Cc1cccc(CCNC(=O)C2CCN(S(=O)(=O)c3ccccc3)CC2)c1
#7 CC(C)(C)NC(=O)C1CCCN(S(=O)(=O)c2cccc3cccnc23)C1 (stereo not drawn)
#1 CC(C)CC(=O)NC(NC(=O)CC(C)C)c1cccc([N+](=O)[O-])c1
#3 CC(C)C(NC(=O)OCc1ccccc1)C(=O)NC(Cc1ccc(O)cc1)C(=O)O (stereo not drawn)
#23 COC(=O)c1cc(C(=O)N(Cc2ccccc2)c2ccccn2)cc([N+](=O)[O-])c1
#13 Cc1c(Nc2nc3ccccc3nc2NS(=O)(=O)c2cccs2)c(=O)n(-c2ccccc2)n1C
entry no.	14	8	11	21	25	7	1	3	23	13
HSF1 inh	-47	-3	10	-8	-3	-7	-70*	-2	-1	3
HSP90 inh	3	-3	-3	-9	2	-4	-1	4	3	3
GSK3beta inhib	3	0	0	2	-2	3	2	-2	-1	4
HIF activator	0.3	0.5	-0.2	-0.8	0.7	0.0	-0.3	1.6	-0.5	-0.1
IEC-6 cytotox	-8	6	3	-4	-2	1	-8	2	8	1
KLF5 inh	-4	-3	-16	-12	-25	-46	-11	-15	-15	-4
AI-2 QS modul	13	12	23	8	19	26	7	8	21	10
GSK3A inh	0	0	-9	3	-2	2	-4	-2	.	-4
aSyn 5UTR inh	-5	-12	-11	10	13	-8	-35	11	-7	-3
HSF1 activator	-59	-9	29	-8	-1	-15	-77	-20	28	0
